Bioassay records from PubChem.
PLCg1 inh – PLC-gamma1 (human) inhibition, primary screen; AID 720700; purified PLC-gamma1, fluorogenic substrate, fluorescence; inhibition, % at 12.2 µM; actives 0.84% (n = 370,000); in the data active = inhibition above about 9.5%
ADAM17 inh – inhibits human ADAM17 | inhibition, % at 6.95 µM | P78536 | recombinant ADAM17, EDANS/DABCYL FRET peptide cleavage | actives 0.83% (n = 370,000) | AID 720648;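 active = inhibition above the mean of compounds lying between control limits plus 3 SD, set per campaign, cut at about 8.5% in these data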;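 also: 0% = DMSO-only wells as the low control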
Target sequence (P78536 215-824 limits assumed): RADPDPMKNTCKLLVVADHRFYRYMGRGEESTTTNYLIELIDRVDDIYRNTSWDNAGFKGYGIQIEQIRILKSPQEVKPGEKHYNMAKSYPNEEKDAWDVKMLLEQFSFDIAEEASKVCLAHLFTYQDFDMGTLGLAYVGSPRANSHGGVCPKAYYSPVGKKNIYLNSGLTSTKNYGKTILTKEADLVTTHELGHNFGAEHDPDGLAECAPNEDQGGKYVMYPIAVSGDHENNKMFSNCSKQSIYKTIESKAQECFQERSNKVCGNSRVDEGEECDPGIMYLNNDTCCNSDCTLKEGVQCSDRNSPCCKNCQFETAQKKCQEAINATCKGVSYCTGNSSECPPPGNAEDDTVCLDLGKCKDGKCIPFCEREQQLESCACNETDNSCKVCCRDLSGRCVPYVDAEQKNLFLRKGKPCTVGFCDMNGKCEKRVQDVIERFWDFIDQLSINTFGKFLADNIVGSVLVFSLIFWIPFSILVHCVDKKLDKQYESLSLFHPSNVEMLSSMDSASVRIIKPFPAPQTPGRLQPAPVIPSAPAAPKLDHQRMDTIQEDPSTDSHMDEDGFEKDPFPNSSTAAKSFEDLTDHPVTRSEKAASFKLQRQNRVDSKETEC
PLC-beta3 inh – blocks human PLC-beta3 enzyme activity; AID 720704; inhibition, % at 12.2 µM; actives 0.18% (n = 370,000); Purified PLC-beta3, fluorogenic substrate, fluorescence; in the data active = inhibition above about 11%;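 also: 0% = median of compound wells on plate and 100% = full blocker control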
ARFGAP1 inh – inhibitors of rat ARFGAP1. Q62848. actives 0.26% (n = 360,000). Arfgap1-stimulated ARF1 GTP hydrolysis, GDP FP detection. inhibition, % at 16.5 µM;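 active = inhibition above a per-plate limit, mean inhibition of low control wells plus 3 SD, cut at about 25% in these data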;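 also: 0% = DMSO wells with enzyme and 100% = wells lacking Arfgap1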
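System: truncated rat Arfgap1 GAP domain / Benchmarks: high control wells lacking Arfgap1, low control full reaction with DMSO / Times: compound-enzyme preincubation 20 min, reaction 120 min, detection 60 min, 25 °C / Repeats: one replicate per compound / Also added: human ARF1(Δ1-17)-GTP substrate / Measured by: Tracer-displacement fluorescence polarization with EDTA stop, 620/688 nm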
KLK7 zymogen act – proKLK7 (human) activation, primary screen. activation, % at 7 µM. actives 0.9% (n = 370,000). AID 652039. purified proKLK7, EDANS-DABCYL substrate fluorescence; 100% is mature enzyme control, 0% vehicle;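 active = activation above the mean of all tested compounds plus 3 SD, computed per campaign excluding outliers beyond control limits, cut at about 13% in these data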
UHRF1 binding – human UHRF1 methylated DNA binding inhibitors; UHRF1 binding to methylated oligo, TR-FRET; inhibition, % at 4.4 µM; actives 0.75% (n = 370,000); AID 687016; in the data active = inhibition above about 21%;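 also: UHRF1 SRA domain binding a hemimethylated CpG hairpin DNA probe; 0% = median of test compound wells and 100% = reference inhibitor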
ASAP1 inh – blocks human ASAP1-stimulated Arf1 GTP hydrolysis | AID 624377 | inhibition, % at 16.5 µM | actives 0.19% (n = 360,000) | Q9ULH1 | GDP FP detection; in the data active = inhibition above about 25%;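 also: 0% = vehicle with enzyme and substrate and 100% = no enzyme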
Target sequence (Q9ULH1 325-724 limits assumed): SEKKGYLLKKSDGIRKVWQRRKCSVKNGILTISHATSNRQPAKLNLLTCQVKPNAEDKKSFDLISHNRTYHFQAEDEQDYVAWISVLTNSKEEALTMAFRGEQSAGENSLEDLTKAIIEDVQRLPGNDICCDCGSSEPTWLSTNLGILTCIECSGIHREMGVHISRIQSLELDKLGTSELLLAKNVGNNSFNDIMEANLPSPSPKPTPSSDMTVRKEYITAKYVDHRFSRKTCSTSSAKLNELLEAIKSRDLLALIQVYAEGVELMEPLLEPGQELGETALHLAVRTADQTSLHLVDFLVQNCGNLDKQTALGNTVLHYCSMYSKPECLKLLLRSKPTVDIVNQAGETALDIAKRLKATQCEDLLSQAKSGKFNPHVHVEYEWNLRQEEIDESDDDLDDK
DDE Tn7 FP inh – DD(E)-Tn7 binding inhibition, primary FP screen; P02675; FP displacement of FITC-Tn7 peptide from fibrin DD(E); 0% = median of compound wells per plate; inhibition, % at 8.3 µM; actives 0.13% (n = 370,000); AID 720508;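 active = inhibition above the mean of compounds falling within the control limits plus 3 SD of them, cut at about 14% in these data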;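 also: 0% = plate median of compound wells and 100% = 10 µM Aha-Tn7 peptide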
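Assay system: Human fibrin DD(E) protein | Medium: Tris buffer with calcium and detergent, pH 7.8 | Reagent: 0.1 µM fluorescent Tn7 | Compound dosing: Single point at 8.3 µM | Times: 10 min preincubation, 3 h with tracer, room temperature | Detection: Fluorescence polarization of the labelled Tn7 tracer | Controls: Aha-Tn7 high control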
MBD2 DNA inh – inhibitors of human MBD2 binding to methylated oligonucleotide | actives 0.31% (n = 370,000) | inhibition, % at 4.4 µM | TR-FRET; in the data active = inhibition above about 13%
DDE Tn6 FP inh – inhibitors of Tn6 peptide binding to human fibrin DD(E); P02675; Fibrin DD(E) TRITC-Tn6 fluorescence polarization displacement; inhibition, % at 8.3 µM; actives 0.21% (n = 370,000);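 active = inhibition above a per-campaign cutoff: mean of compounds within control limits plus 3 SD, cut at about 15% in these data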;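 also: 0% = median of all compound wells on the plate and 100% = blocking peptide control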
An asterisk follows results filed as active; nt = not tested or not shown.

A first look:
SMILES	PLCg1 inh	ADAM17 inh	PLC-beta3 inh	ARFGAP1 inh	KLK7 zymogen act	UHRF1 binding	ASAP1 inh	DDE Tn7 FP inh	MBD2 DNA inh	DDE Tn6 FP inh
CCN(CC)c1ccc(NC(=O)CSc2nnc3nc(C)cc(C)n23)cc1	-11	3	-18	6	-0.1	4	2	-2	-4	-8
Cc1ccc(CNS(=O)(=O)c2ccc(-n3cccn3)cc2)cc1	5	-2	0	-1	-0.5	1	3	0	-5	6

All compounds of this part, from the start:
SMILES	PLCg1 inh	ADAM17 inh	PLC-beta3 inh	ARFGAP1 inh	KLK7 zymogen act	UHRF1 binding	ASAP1 inh	DDE Tn7 FP inh	MBD2 DNA inh	DDE Tn6 FP inh
CCN(CC)c1ccc(NC(=O)CSc2nnc3nc(C)cc(C)n23)cc1	-11	3	-18	6	-0.1	4	2	-2	-4	-8
Cc1ccc(CNS(=O)(=O)c2ccc(-n3cccn3)cc2)cc1	5	-2	0	-1	-0.5	1	3	0	-5	6
O=C(O)c1ccc2[nH]c3c(c2c1)CCCC3	-11	-4	-17	-3	1.7	0	7	-2	-3	1
CCCCOCCCNC(=O)c1ccc([N+](=O)[O-])c(C)c1	2	1	1	-7	0.0	0	10	2	-7	4
CN(C)/C=N/c1sc2c(c1C#N)CC(C)(C)NC2(C)C	6	5	6	-5	0.0	-3	-3	9	3	5
CCOC(=O)C1=NN(c2ccccc2)C(=O)/C1=C\c1ccc(N(C)C)cc1	5	2	4	6	1.1	1	1	-1	-2	3
CCCCNC(=O)c1cc2c(-c3ccc(Cl)cc3)nn(C)c2s1	-7	-6	-2	-11	-1.1	4	2	-6	-3	-3
COc1ccc(C(=O)NCCOc2ccccc2Cl)c(OC)c1OC	3	-5	-2	4	-0.6	6	11	1	7	-9
CCOC(=O)c1cc(-c2ccc(C)cc2)n(CCC(=O)NCCCOC)c1C	-3	-5	0	3	0.8	-2	6	4	-4	-5
CC(C)Cc1cc(C(=O)Nc2c(F)cc(F)cc2Br)no1	6	2	4	2	-0.6	-1	0	0	0	1
N#Cc1nc(-c2ccccc2Cl)oc1N1CCCCC1	-50	-37	-63	3	2.2	4	-7	-1	0	11
C=CCNCc1ccccc1[N+](=O)[O-]	0	-3	-2	-6	0.2	0	8	-1	2	2
CC(C)n1cc(/C=C2/NC(=O)N(c3cccc(Cl)c3)C2=O)c2ccccc21	-1	0	0	15	0.2	1	0	1	-2	0
c1ccc(-c2nn[nH]n2)cc1	-2	-1	-2	1	0.0	-2	2	6	-6	5
COc1ccc(NC(=O)C2Cc3c(-c4ccc5c(c4)OCO5)ccnc3O2)cc1OC (stereo unspecified)	-8	-15	-8	12	0.5	-1	-20	5	-1	-3
CC(NC(=O)C12CC3CC(C)(CC(C)(C3)C1)C2)c1ccncc1 (stereo unspecified)	-2	-3	-5	-13	-0.3	-1	0	-1	3	-6
CCCn1c(N2CCC(Cc3ccccc3)CC2)nc2c1c(=O)[nH]c(=O)n2C	12*	3	4	1	0.1	1	2	-12	3	0
COc1ccc(CCn2nnnc2C(C(C)C)N2CCC(C(N)=O)CC2)cc1OC (stereo unspecified)	5	-2	3	1	-0.5	1	8	-4	0	2
O=C(O)c1ccc(/C=N/Nc2ccc(C(F)(F)F)cn2)cc1	2	1	1	-2	0.1	-2	-17	10	-3	-2
COc1ccc(CSc2nc(C)cc(C)c2S(C)(=O)=O)cc1	-1	-1	-5	3	-0.5	1	-8	3	1	1
CCc1ccccc1N(CC(=O)O)S(C)(=O)=O	6	1	2	1	-0.1	-3	-10	-3	2	0
Cc1ccc(-n2c(C)cc(/C=N\NC(=O)CC(=O)NC(C)C)c2C)cc1	-8	0	-7	-13	-0.2	-2	-7	4	0	5
COC(=O)c1ccccc1S(=O)(=O)N1CCC(C(=O)OC(C)C(=O)NC(N)=O)CC1 (stereo unspecified)	-3	-5	-4	-7	-0.1	0	-4	2	-8	-1
Cc1nnc(Sc2cc(NCCCO)c([N+](=O)[O-])c3nonc23)s1	2	-3	-8	6	0.3	-16	4	1	-8	3
Cc1nc2nc(C)c(NS(=O)(=O)c3ccc(C(C)(C)C)cc3)c(=O)n2[nH]1	0	0	-5	7	0.1	0	6	7	1	-3
CCCN1CCC(NC(=O)Nc2ccc(Br)cc2)CC1	4	-1	-1	8	0.5	-2	16	-4	-5	3
CN1CCN(c2ccncc2S(=O)(=O)N2CCCC2)CC1	1	-2	-7	4	0.0	0	0	7	-2	2
COP(=O)(O)C(Cc1ccccc1)NC(=O)OCc1ccccc1 (stereo unspecified)	2	-1	0	nt	-0.3	1	nt	-4	0	3
COc1cccc(CNC(=O)c2cccc(S(=O)(=O)N3CCN(c4ccc(F)cc4)CC3)c2)c1	-2	5	-4	-7	-0.9	-2	3	-3	0	4
Cc1cc2nnc(SC3CCCCN(C(=O)c4ccc(F)cc4)C3=O)n2c2ccccc12 (stereo unspecified)	-56	6	-68	8	-2.5	3	-6	-1	3	-2
Cc1oc2ccc(O)cc2c1C(=O)c1ccc([N+](=O)[O-])cc1	3	2	3	4	-0.2	2	1	-2	-2	-5
O=C(NCC(=O)N1CCCC1)c1ccc(Br)o1	5	-2	-3	3	-0.2	-2	-5	2	3	4
C=CC[C@@H](CC(=O)N(CCO)Cc1ccccc1)C(=O)N[C@H](COC(=O)[C@@H](CC=C)CC(=O)OC(C)(C)C)c1ccccc1	3	1	3	-1	-0.1	-2	-2	7	-4	-3
Cc1ccc(C(=O)NC2CCC(C)CC2)o1 (stereo unspecified)	0	1	-8	9	0.6	-1	3	6	5	0
O=C1CC(=O)N(Cc2ccco2)C(=O)N1	1	-4	-7	-8	-0.4	93*	6	-6	64*	-11
COc1ccc(-c2ccc3c(c2)[C@@H]2C[C@H](N(C)C(=O)C(C)(C)C)[C@H]([C@H](C)O)C(=O)N2CC3)cc1	-83	-6	-120	-15	0.2	1	8	-11	-4	-13
COc1ccc(C)cc1NS(=O)(=O)c1cc(C)ccc1C	4	0	3	-5	0.5	-1	8	0	-1	5
NC(=O)NC(=O)CSc1nnc(-c2ccco2)n1Cc1ccccc1	2	0	5	-3	0.2	0	-3	-7	-1	-1
CCN(CC)C(=O)C1=C(C)N(CCC2=CCCCC2)C(=O)C(CC(=O)NCCCN(C)C)C1 (stereo unspecified)	-4	-2	2	-8	0.2	0	-4	9	-4	-3
CC(C)(C)OC(=O)NCCc1nnc(SCc2ccc(Cl)cc2Cl)o1	2	4	-1	2	-0.3	-1	-3	4	0	5
O=C(CNCC1CCCO1)Nc1ccccc1N1CCCCCC1 (stereo unspecified)	2	-2	6	-6	-0.3	-1	-3	-1	1	-8
CNc1nc(-c2ccccc2)cc(C(F)(F)F)c1C#N	-4	-15	-6	3	-0.1	1	6	-4	-2	-9
CCOC(=O)C1(C)CCCCCN1C(=O)c1ccccc1F (stereo unspecified)	2	-5	3	11	0.8	-4	3	1	3	0
CCCCN(CCCC)C(=O)c1cc2ccccc2c(=O)o1	0	-2	2	-10	-0.2	-1	0	-8	-2	0
CCN1CCN(S(=O)(=O)c2cc(OC)ccc2OC)CC1	0	-2	3	6	-0.7	1	6	-2	-1	-2
O=C(Nc1ccccc1)Nc1ccccn1	-2	-4	2	-4	-0.5	-2	5	-7	-4	1
Cc1noc(C)c1COC(=O)CCc1nc2ccccc2s1	3	-3	4	-14	-0.3	0	-10	0	-3	-1
Cc1cc2c(cc1S(=O)(=O)NCc1ccccc1)n(C)c(=O)c(=O)n2C	-38	-13	-51	0	0.3	3	3	-7	-1	0
C/C(=N\OC(=O)Nc1ccc(Cl)cc1)c1ncc(C(F)(F)F)cc1N1CCOCC1	-24	-4	-31	-7	-0.4	-2	-9	5	-6	-3
CC(C)Oc1ccc(C(=O)Nc2ccc(C(F)(F)F)n(C)c2=O)cc1	7	6	3	-8	-0.1	5	6	-4	-4	-5
Next structures:
SMILES	PLCg1 inh	ADAM17 inh	PLC-beta3 inh	ARFGAP1 inh	KLK7 zymogen act	UHRF1 binding	ASAP1 inh	DDE Tn7 FP inh	MBD2 DNA inh	DDE Tn6 FP inh
CC(C)CC(=O)Nc1ccccc1-c1nnn(CC(=O)N2CCc3ccccc3C2)n1	5	1	1	-2	0.6	0	-2	3	1	1
CCN(CC)C(=O)C12CC3CC(CC(Br)(C3)C1)C2	5	-2	-1	-2	-0.4	1	-11	5	-2	-3
CCN1CCN(c2ccc(S(=O)(=O)N3CCCCC3)cc2NC(=O)C(C)Oc2ccc(F)cc2)CC1 (stereo unspecified)	6	1	-3	2	-0.1	4	-5	-6	2	4
Cc1c(C(=O)N2CCCCC2)c(S(=O)(=O)NCc2ccc(F)cc2)c(C)n1C	3	-2	-9	-6	0.5	3	-4	5	1	5

4 records picked at random from the list so far:
SMILES	PLCg1 inh	ADAM17 inh	PLC-beta3 inh	ARFGAP1 inh	KLK7 zymogen act	UHRF1 binding	ASAP1 inh	DDE Tn7 FP inh	MBD2 DNA inh	DDE Tn6 FP inh
CC(C)CC(=O)Nc1ccccc1-c1nnn(CC(=O)N2CCc3ccccc3C2)n1	5	1	1	-2	0.6	0	-2	3	1	1
CCN(CC)C(=O)C12CC3CC(CC(Br)(C3)C1)C2	5	-2	-1	-2	-0.4	1	-11	5	-2	-3
CCN1CCN(c2ccc(S(=O)(=O)N3CCCCC3)cc2NC(=O)C(C)Oc2ccc(F)cc2)CC1 (stereo unspecified)	6	1	-3	2	-0.1	4	-5	-6	2	4
Cc1c(C(=O)N2CCCCC2)c(S(=O)(=O)NCc2ccc(F)cc2)c(C)n1C	3	-2	-9	-6	0.5	3	-4	5	1	5

Single entries from the list.
For KLK7 zymogen act, `O=C(Nc1ccccc1)Nc1ccccn1` shows -0.5
For MBD2 DNA inh, `COc1cccc(CNC(=O)c2cccc(S(=O)(=O)N3CCN(c4ccc(F)cc4)CC3)c2)c1` shows 0
For PLC-beta3 inh, `COc1ccc(C)cc1NS(=O)(=O)c1cc(C)ccc1C` shows 3
For ASAP1 inh, `O=C1CC(=O)N(Cc2ccco2)C(=O)N1` shows 6
For KLK7 zymogen act, `CCN1CCN(c2ccc(S(=O)(=O)N3CCCCC3)cc2NC(=O)C(C)Oc2ccc(F)cc2)CC1` (stereo unspecified) shows -0.1
